Source: PubChem (National Center for Advancing Translational Sciences (NCATS))
Pin1 inhibitor – blocks the human prolyl isomerase Pin1; Potency, µM (doses to about 115 µM), for the others: at the highest dose activity, negative = inhibition, most hits filed as inhibitors; actives 0.009% (n = 390,000); Pin1 FP peptide displacement, HiFluor488, 10 min; active means well fitted inhibition curve with a large enough effect in the polarisation, with a control signal flat, not every such curve was filed as active; inconclusive means small, poorly fitted or top-dose-only effect, or effect the other way, or a change in a side signal; inactive means no such curve, though single readings can be large or run the other way; the % refers to the polarisation; further: potency means the concentration at half of the fitted maximal effect; on the % scale 0 is the no-effect control and ±100 the full control effect
G9a block – blocks human histone lysine methyltransferase G9a; Q96KQ7; G9a H3K9 monomethylation, AlphaScreen, 2 h; Potency, µM (series often up to 102 µM), inactives show top-dose activity, negative = inhibition, hits mostly inhibitors; actives 8.8% (n = 350,000); AID 504332; further: potency means the concentration at half of the fitted maximal effect; on the % scale 0 is the no-effect control and ±100 the full control effect; nearly all actives have a fitted effect of over 75% in size
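Step 1: enzyme (final 20 nM) with compound, 15 min RT. Step 2: substrate peptide 500 nM and SAM 20 uM, 2 h RT. Step 3: anti-H3K9me1 antibody and AlphaScreen beads, 10 min, then plate read.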
GLS inh – blocks human kidney-isoform glutaminase activity. O94925. GLS enzymatic activity, qHTS titration. Potency, µM (highest dose often 45.5 µM), inactives show at the highest dose activity change, negative = inhibition, most hits filed as inhibitors. actives 0.21% (n = 410,000); further: potency means the concentration at half of the fitted maximal effect; on the % scale 0 is the no-effect control and ±100 the full control effect
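Assay buffer: 45 mM KH2PO4 pH 8.2, 0.02% Tween-20. hKGA acts on L-glutamine (1 mM solution added); product glutamate is reported by an oxidase/peroxidase Amplex Red coupling, with fluorescence taken at baseline and 30 min.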
Pol eta inh – blocks human DNA polymerase eta activity; Potency, µM (top dose mostly 114 µM), inactives show at the highest dose activity change, negative = inhibition, actives largely listed as inhibitors; actives 1.2% (n = 390,000); recombinant Pol eta, fluorescent DNA replication assay; Q9Y253; AID 588591; further: potency means the concentration at half of the fitted maximal effect; on the % scale 0 is the no-effect control and ±100 the full control effect
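Pol eta at 10 nM preincubated with compounds 15 min at room temperature; reaction started with fluorescent substrate (50 nM final) and read kinetically at 0 and 10 min.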
Tb PGK inh – T. brucei PGK inhibition; PGK/GAPDH coupled, Kinase-Glo luminescence, 60 min; Potency, µM (titrated, usually from 57.5 µM), for the others: at the highest dose activity change, negative = inhibition, actives largely listed as inhibitors; actives 0.043% (n = 380,000); AID 602233; further: potency means the concentration at half of the fitted maximal effect; on the % scale 0 is the no-effect control and ±100 the full control effect; nearly all actives have a fitted effect of over 60% in size
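Recombinant glycosomal PGK reaction used 1,3-bisphosphoglycerate generated in-well by GAPDH (100nM final) in 100mM TEA pH 7.6, 5mM MgCl2, 0.01% Tween-20. After 60 minutes at room temperature, ATP was read by Kinase-Glo Plus luminescence end-point.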
PI4K2A block – PI4K2A (human) kinase inhibition; purified PI4K2A, ADP-Glo luminescence, 1 h; stronger effect = lower value; activity change, negative = inhibition, % at 76.9 µM; actives 0.13% (n = 420,000); AID 1346378; in the data active means activity change below about -50%; inconclusive means mostly about -30% to -49%;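 further: -100% = wells without enzyme as full effect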
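Compounds are screened against recombinant PI4K2A using PI as substrate and ATP, the latter dispensed at 300 microM. Reactions run one hour at ambient temperature before ADP-Glo detection; full inhibition defined by wells lacking enzyme.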
BAZ2B block – BAZ2B (human) inhibition; Potency, µM (series often up to 114 µM), inactives show at the top dose activity change, negative = inhibition, actives largely listed as inhibitors; AlphaScreen BAZ2B-H3K14Ac peptide displacement; Q9UIF8; actives 4.4% (n = 360,000); further: potency means the concentration at half of the fitted maximal effect; on the % scale 0 is the no-effect control and ±100 the full control effect; nearly all actives have a fitted effect of over 60% in size
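BAZ2B 50 nM plus b-H3(5-23)K14Ac 50 nM, PBS pH 7.4/0.01% Tween-20, 30 min RT; compound added (max 110 uM), 30 min RT; streptavidin donor/Ni-chelate acceptor beads 10 ug/mL final, 20 min dark; AlphaScreen read.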
JMJD2A Tudor inh – JMJD2A Tudor domain (human) inhibition | AID 504339 | Potency, µM (highest dose often 114 µM), without a hit: at the top dose activity change, negative = inhibition, most hits filed as inhibitors | actives 4.4% (n = 390,000) | AlphaScreen JMJD2A-Tudor / H3K4me3 peptide binding; further: potency means the concentration at half of the fitted maximal effect; on the % scale 0 is the no-effect control and ±100 the full control effect; nearly all actives have a fitted effect of over 50% in size
HP1b chromo inh – blocks HP1-beta chromodomain binding to methylated histone tails | P83916 | AlphaScreen HP1-beta / biotin-H3K9me3 peptide binding | Potency, µM (titrated, usually from 114 µM), without a hit: top-dose activity change, negative = inhibition, actives largely listed as inhibitors | actives 0.56% (n = 390,000); further: potency means the concentration at half of the fitted maximal effect; nearly all actives have a fitted effect of over 70% in size; inactives centre near 23
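HP1-beta protein (50 nM final) preincubated 30 min at room temperature with biotinylated H3(1-18)K9me3 peptide (50 nM) in PBS pH 7.4, 0.01% Tween-20, then compound added for 30 min. AlphaScreen streptavidin donor/nickel chelate acceptor beads (10 ug/mL final), 30 min dark, luminescence read.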
Starred values were filed as active, the others as inactive; i = inactive; u = inconclusive; x = not tested or not shown; & = joins results of further samples; [ ] = remark or other dose. Unless noted, the call rests on the fitted dose curve; in most records, active means well fitted curve in the direction sought with a large enough effect; inconclusive means small, poorly fitted or top-dose-only effect, or another doubt; inactive means no such curve, though single readings can be large; an effect the other way counts as inactive or inconclusive. The list is partial. The share of hits here may be higher or lower than overall.

structure	Pin1 inhibitor	G9a block	GLS inh	Pol eta inh	Tb PGK inh	PI4K2A block	BAZ2B block	JMJD2A Tudor inh	HP1b chromo inh
CN(C)CCN(Cc1ccco1)c1ccccn1	-10%	x	3%	-21%	-5%	-1	x	u	27%
Cc1c(C(=O)N2CCN(C(=O)c3ccco3)CC2)oc2c(Cl)cccc12	-1%	15%[0.501 µM]	6%	-14%	i	4	3%	-19%	5%
COc1ccc(C(=O)Nc2nnc(SCC(=O)NC3CC3)s2)cc1	1%	-3%	17%	-26%	-1%	1	-18%	-2%	29%
COc1cccc2cc(C(=O)OCc3ccccc3)c(=O)oc12	3%	u	3%	-4%	-8%	-3	-19%	-18%	26%
Cc1cc(=O)oc2cc(Nc3ccccc3)ccc12	2%	78%[activator][59 µM]	-2%	-16%	-7%	-3	108%[activator]	11%	74%[activator]
CCc1cc(=O)oc2c(C)c(OCC(=O)N3CCC(C(=O)O)CC3)ccc12	-2%	x	1%	-7%	-11%	101	-2%	-12%	38%
COc1cc(C(=O)NCC(c2cccnc2)N2CCN(c3ccccc3)CC2)cc(OC)c1OC (stereo not drawn)	0%	u	7%	-7%	i	5	3%	-18%	34%
N#C/C(=C\c1cccs1)C(=O)c1ccccc1	4%	-44%	u	-17%	-4%	-3	u	-10%	-12%
CCc1cc(Cn2nc(-c3ccccc3C)cc2C(=O)O)on1	7%	3%[0.501 µM]	12%	-4%	-9%	1	1%	-13%	30%
CN1CCN(C(=O)c2ccc(N(Cc3ccccc3Cl)S(C)(=O)=O)cc2)CC1	5%	1%[59 µM]	-5%	-19%	-3%	-10	6%	22%	15%
CCN(CC)CCN1c2ccccc2Sc2ccccc21	-7%	u	20%	-17%	10%	6	71µM*	2.8µM*	45µM*
CCOC(=O)C1=C(N)Oc2cc(C)n(CCc3ccc(OC)c(OC)c3)c(=O)c2C1c1cccnc1 (stereo not drawn)	1%	u	2%	-11%	i	-5	-33%	-8%	27%
CCOC(=O)c1sc2nc(CSc3ccccc3)nc(N3CCCN(C)CC3)c2c1C	1%	45µM*	11%	-20%	2%	-1	50µM*	14µM*	u
Cc1cccc(C)c1OCCCn1ccnc1	-13%	x	5%	-5%	-10%	3	u	25µM*	u
CCCCCCCCCn1c2c(c(=N)c3c1CCC3)CCC2	-2%	u	1%	2%	-5%	1	7%	u	15%
CCCCNC(=S)NCC(c1ccccc1)c1c[nH]c2ccccc12 (stereo not drawn)	-10%	1%	4%	u	i	0	u	u	2%
C=CCN(C)NC(=O)Nc1ccccc1	-2%	-3%	16%	-22%	0%	-3	-3%	1%	20%
CCSc1nnc(NC(=O)CSc2sc3c(O)cc(=O)[nH]c3c2C#N)s1	u	u	20%	3.5µM*	u	-6	79µM*	u	-38%
CCOc1ccc(CCNC(=O)Cn2c(=O)oc3ccccc32)cc1OCC	-1%	u	8%	-13%	-5%	-5	-35%	-23%	-21%
N#Cc1c(N(CCO)CCO)nc(N)c2c(N)nc3c(c12)CC(=O)N3Cc1cccs1	u	45µM*	u	40µM*	-13%	u	u	u	-15%
CS(=O)(=O)Cc1ccc(C(=O)N2CCN(C(=O)c3cccs3)CC2)cc1	-1%	x	1%	-4%	0%	-6	x	-12%	23%
N/C(=N\OCc1ccc([N+](=O)[O-])cc1)c1ccncc1	-1%	u	6%	-14%	-6%	-6	u	-14%	53%[activator]
CCOC(=O)c1ccc(NC(=O)Cn2cc(S(=O)(=O)Cc3ccccc3F)c3ccccc32)cc1	25%	-4%[59 µM]	1%	-12%	7%	-1	-16%	-15%	-2%
Cc1c(C(=O)NCc2cccnc2)oc2c1C(=O)CC(C)(C)C2	-2%	u	2%	-5%	-1%	-3	4%	-13%	23%
COc1cc(NCCCCCCN)c2ncccc2c1OC	u	x	5%	45µM*	-8%	u	x	56µM*	u

The list continues.
structure	Pin1 inhibitor	G9a block	GLS inh	Pol eta inh	Tb PGK inh	PI4K2A block	BAZ2B block	JMJD2A Tudor inh	HP1b chromo inh
Cn1cc(C(=O)Nc2ccc(F)c(F)c2)cn1	-3%	7%[59 µM]	5%	3%	i	-4	9%	-9%	18%
Cc1ccc2c(c1)C(SCC(=O)NCCc1ccccc1)CC1(CCCC1)O2 (stereo not drawn)	8%	15%	-1%	-21%	4%	1	-4%	23%	93%[activator]
CCN1CCN(C(=O)c2cc3c(s2)-c2ccccc2S(=O)(=O)C3)CC1	-14%	-21%[59 µM]	-16%	-8%	i	0	11%	-16%	21%
CCOC(=O)COc1ccc2nsnc2c1	0%	0%[59 µM]	5%	2%	i	11	-6%	-5%	17%
Cc1ccn2c(=O)nc(SCC(=O)Nc3ccc4c(c3)OCO4)nc2c1	u	-27%	-6%	u	-3%	-16	u	-23%	13%
CCc1ccc(OCC(=O)Nc2c(C(=O)c3ccccc3)oc3ccccc23)cc1	-5%	25%[59 µM]	1%	-15%	i	-4	0%	5%	41%[activator]
CC(C)(C)c1ccc(C(=O)NNc2ncccc2-n2cccc2)cc1	5%	u	5%	-9%	-3%	-7	u	-34%	13%
CCn1cc([N+](=O)[O-])c(C(=O)N2N=C(c3ccccc3)CC2c2ccc([N+](=O)[O-])cc2)n1 (stereo not drawn)	34%[activator]	-39%	0%	-10%	-8%	2	-30%	-32%[57.1 µM]	30%
O=C(CNc1ccc(Cl)cc1)c1ccc(Br)cc1	-8%	-45%	-13%	-12%	0%	10	-8%	0%	45%[activator]
Cn1c2c(c(=O)n(C)c1=O)CN(Cc1ccco1)CN2	-5%	35%	-1%	-6%	-1%	-15	20%	12%	27%
O=C1c2ccccc2C(=O)N1CCCN1C(=O)c2ccccc2C1=O	-4%	x	5%	-17%	i	-2	x	-15%	30%[57 µM]
Cc1nc2cccnc2n1-c1cccc(C(=O)N2CCN(c3cccc(Cl)c3)CC2)c1	1%	9%[59 µM]	7%	-13%	-10%	0	-17%	-6%	47%[activator]
COc1ccccc1C(=O)OCc1nc(N)nc(Nc2ccccc2C)n1	3%	22%[59 µM]	8%	-6%	0%	3	-35%	-13%	38%
CNC(=O)CS(=O)CC(=O)Nc1cc(OCCOC)c(Cl)cc1Cl (stereo not drawn)	-10%	x	0%	-4%	-8%	3	-2%	-12%	-4%
Cn1nc(C(C)(C)C)c([N+](=O)[O-])c1C(=O)N1CCOCC1	-3%	-3%[0.0925 µM]	-5%	-10%	1%	4	-3%	-33%	14%
O=C(Nc1ccc2oc(-c3ccccc3)nc2c1)c1cc(-n2cnnc2)ccc1Cl	11%	u	1%	-24%	-6%	5	u	-24%	15%
CCOC(=O)c1cc(-c2ccc(OC)cc2)n(CCC(=O)NC2CCCCC2)c1C	-2%	-24%[59 µM]	-10%	-1%	9%	-2	0%	-12%	17%
Cc1cccc(N(CC(=O)N2CCc3ccccc3C2)S(C)(=O)=O)c1C	-16%	0%[0.501 µM]	-5%	-3%	-1%	0	0%	-9%	39%[activator]
CSc1nc(=O)c2c(n1C)NC(=O)CC2c1ccccc1OC(C)C (stereo not drawn)	-3%	7%[59 µM]	4%	4%	1%	1	1%	0%	34%
CSc1ncccc1C(=O)OCC(=O)N(C)c1c(N)n(Cc2ccccc2)c(=O)[nH]c1=O	1%	u	-14%	-10%	i	0	10%	-6%	25%
COC1OC2COC(c3ccccc3)OC2C2OC(c3ccccc3)OC12 (stereo not drawn)	x	x	-11%	-2%	-5%	7	x	x	x
O=C(Oc1oc(-c2ccco2)nc1C=Nc1ccc(Cl)cc1)c1ccco1	-5%	3%[12.7 µM]	5%	-10%	i	-15	-5%	-6%	13%
Cc1ccc(-c2cc(C(F)(F)F)nn2-c2ccc(S(N)(=O)=O)cc2)cc1	4%	1%[12.7 µM]	0%&-20%	-13%	5%	5&1	-24%	-35%	18%
CN1C(=S)N(c2ccccc2)C(=O)/C1=C/c1ccco1	u	10µM*	-2%	-6%	-7%	2	-34%	-28%	6%
CC(NC(=O)COC(=O)CNC(=O)c1ccccc1Cl)C1CC2CCC1C2 (stereo not drawn)	-3%	-4%[2.33 µM]	8%	-9%	i	-2	6%	-19%	17%

More structures.
structure	Pin1 inhibitor	G9a block	GLS inh	Pol eta inh	Tb PGK inh	PI4K2A block	BAZ2B block	JMJD2A Tudor inh	HP1b chromo inh
CCN1C(=O)c2ccccc2Sc2ccc(NC(=O)c3ccc(C#N)cc3)cc21	9%	-4%[59 µM]	-1%	-11%	-9%	3	-1%	-17%	28%
C/C(=N/NC(=O)CNC(=O)c1ccccn1)c1cccc([N+](=O)[O-])c1	7%	18µM*	4%	-8%	6%	0	u	0%	24%
CC1CCCC(NC(=O)Cn2cc(C(F)(F)F)cc(Cl)c2=O)C1C (stereo not drawn)	1%	u	1%	1%	-1%	1	11%	-22%	32%
N#C/C(=C\c1cn(-c2ccccc2)nc1-c1cc2ccccc2o1)c1nc2ccccc2[nH]1	u	-9%[59 µM]	0%	-1%	3%	2	-1%	1%	62%[activator]
CCOc1ccccc1N1CCN(C(=O)C2c3ccccc3Oc3ccccc32)CC1	11%	-6%	-2%	-14%	-10%	-1	u	-26%	3%
C[C@@H]1CC[C@@]23COC(=O)C2=CCC[C@@H]3[C@@]1(C)CC/C(=C/CO)CO	-4%	-15%[12.7 µM]	-3%	-5%	i	0	8%	-6%	49%[activator]
